TCR CD3 inh – inhibitors of human TCR-CD3 interaction, primary screen, biochemical, fluorescence, TAMRA-labeled TCR probe; inhibition, % at 9.4 µM; hit rate 0.37% among 360,000; AID 651800, 2012; T-cell receptor (TCR); in the data active = inhibition above about 19%;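 note: recombinant mutant TCR 2C K166C tagged with TAMRA read by polarization; 0% = receptor in buffer alone and 100% = receptor with positive control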
MBD2 DNA inh – inhibitors of MBD2 binding to methylated DNA, primary screen, biochemical, TR-FRET, DNA-binding domain, human | MBD2 binding to methylated oligonucleotide | AID 686964, 2013 | hit rate 0.31% among 370,000 | inhibition, % at 4.4 µM | Methyl-CpG-binding domain protein 2 (Homo sapiens), Q9UBB5; in the data active = inhibition above about 13%
DDE Tn6 FP inh – inhibitors of Tn6 peptide binding to fibrin DD(E), primary screen, biochemical, fluorescence polarization, human fibrin, Tn6 probe; Fibrin DD(E) TRITC-Tn6 fluorescence polarization displacement; hit rate 0.21% among 370,000; Fibrinogen beta chain (Homo sapiens), P02675; inhibition, % at 8.3 µM; AID 720509, 2013;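 active = inhibition above a per-campaign cutoff: mean of compounds within control limits plus 3 SD, cut at about 15% in these data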;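 note: 0% = median of all compound wells on the plate and 100% = blocking peptide control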
Tn7 DDE FP – inhibitors of Tn7 peptide binding to fibrin DD(E), primary screen, biochemical, fluorescence polarization, human fibrin, Tn7 probe. Fibrinogen beta chain (Homo sapiens), P02675. FP displacement of FITC-Tn7 peptide from fibrin DD(E); 0% = median of compound wells per plate. inhibition, % at 8.3 µM. hit rate 0.13% among 370,000. AID 720508, 2013;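 active = inhibition above the mean of compounds falling within the control limits plus 3 SD of them, cut at about 14% in these data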;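 note: 0% = plate median of compound wells and 100% = 10 µM Aha-Tn7 peptide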
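Assay system: human fibrin DD(E). Input: DD(E) 2 µM final. Medium: Tris buffer with calcium and detergent, pH 7.8. Compound dosing: single point at 8.3 µM. Timing: 10 min plus 3 h, room temperature. Technique: fluorescence polarization of the labelled Tn7 tracer. Read-out: percent inhibition. Replicates: singlicate testing.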
TDP2 inh – human TDP2 enzyme inhibitors, primary screen, biochemical, epi absorbance, recombinant enzyme; Tyrosyl-DNA phosphodiesterase 2 (Homo sapiens), O95551; T5PNP hydrolysis, p-nitrophenol absorbance 415 nm; inhibition, % at 12.8 µM; hit rate 0.34% among 370,000; AID 720702, 2013;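 active = inhibition above the mean of all tested compounds plus 3 SD, set per campaign, cut at about 25% in these data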;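 note: 0% = DMSO with enzyme and 100% = buffer with substrate but no TDP2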
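test system = human TDP2 enzyme | input = TDP2 enzyme at 120 nM final | medium = 50 mM Tris-HCl pH 7.5 with Mg2+, KCl, DTT, BSA | also added = T5PNP substrate, 5 mM | times = 2 h at 37 °C | technique = epi absorbance | benchmarks = high control without enzyme, low control DMSO plus TDP2 | replication = each compound tested once, singlicate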
PRMT1 inh – PRMT1 methyltransferase inhibitors, primary screen, biochemical, fluorescence polarization | recombinant PRMT1, activity-based probe fluorescence polarization | inhibition, % at 2.79 µM | hit rate 1.3% among 370,000 | AID 652257, 2013;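 active = inhibition above about 21% made by adding two undisclosed values, limit read from the data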
Target sequence (Q99873 whole entry, looked up): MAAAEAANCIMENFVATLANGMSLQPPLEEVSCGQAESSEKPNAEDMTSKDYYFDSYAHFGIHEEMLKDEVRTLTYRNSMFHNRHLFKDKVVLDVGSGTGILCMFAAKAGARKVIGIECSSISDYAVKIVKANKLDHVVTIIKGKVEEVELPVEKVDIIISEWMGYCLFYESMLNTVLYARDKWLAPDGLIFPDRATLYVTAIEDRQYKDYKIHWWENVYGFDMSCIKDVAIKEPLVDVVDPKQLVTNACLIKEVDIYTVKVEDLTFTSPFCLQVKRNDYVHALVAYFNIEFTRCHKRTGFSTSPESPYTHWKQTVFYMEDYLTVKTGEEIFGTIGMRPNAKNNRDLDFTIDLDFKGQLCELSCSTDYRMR
LEDGF integ inh – blockers of LEDGF/p75-dependent integrase strand transfer – biochemical, TR-FRET, high throughput, primary screen. HIV-1 integrase (with human LEDGF/p75). AID 743269, 2014. TR-FRET IN-LEDGF/p75 DNA integration, Eu/Cy5. inhibition, % at 3.7 µM. hit rate 0.64% among 370,000;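 active = inhibition above the screen-wide mean plus 3 SD, cut at about 13% in these data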;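 note: signal is the Cy5 over europium emission ratio at 671 and 618 nm; 0% = plate median of compound wells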
proKLK7 act – proKLK7 zymogen activators, primary screen, biochemical, fluorescence intensity; hit rate 0.9% among 370,000; Kallikrein-7 (Homo sapiens), P49862; activation, % at 7 µM; purified proKLK7, EDANS-DABCYL substrate fluorescence; 100% is mature enzyme control, 0% vehicle;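 active = activation above the mean of all tested compounds plus 3 SD, computed per campaign excluding outliers beyond control limits, cut at about 13% in these data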
SIAE inh – human SIAE inhibitors, primary screen, biochemical, fluorescence polarization, FP-Rh probe, 1536-well HTS; Sialate O-acetylesterase (Homo sapiens), Q9HAT2; SIAE FP-Rh probe binding; inhibition, % at 9.66 µM; hit rate 0.69% among 370,000; AID 1053197, 2014;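 active = inhibition above a cutoff: mean of compounds within the control limits plus 3 SD of those, cut at about 17% in these data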;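 note: 0% = plate median of compound wells and 100% = probe without SIAE protein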
Target sequence (Q9HAT2 whole entry, looked up): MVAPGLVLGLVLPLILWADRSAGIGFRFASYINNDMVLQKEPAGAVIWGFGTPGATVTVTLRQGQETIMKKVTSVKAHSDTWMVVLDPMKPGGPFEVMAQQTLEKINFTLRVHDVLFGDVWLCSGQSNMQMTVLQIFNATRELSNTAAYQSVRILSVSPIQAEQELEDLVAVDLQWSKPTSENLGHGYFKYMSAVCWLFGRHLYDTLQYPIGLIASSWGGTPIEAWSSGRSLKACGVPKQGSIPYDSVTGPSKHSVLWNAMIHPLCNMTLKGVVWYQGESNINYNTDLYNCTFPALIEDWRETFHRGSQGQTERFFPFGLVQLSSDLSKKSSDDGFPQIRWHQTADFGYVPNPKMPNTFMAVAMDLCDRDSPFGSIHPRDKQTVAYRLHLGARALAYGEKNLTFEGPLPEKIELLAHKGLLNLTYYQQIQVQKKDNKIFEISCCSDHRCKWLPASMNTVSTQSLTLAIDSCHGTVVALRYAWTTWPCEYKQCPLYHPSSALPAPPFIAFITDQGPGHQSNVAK
UHRF1 binding – UHRF1 methylated DNA binding inhibitors, primary screen, counter-screen for MBD2 inhibitor project, biochemical, TR-FRET, human UHRF1, single concentration; UHRF1 binding to methylated oligo; inhibition, % at 4.4 µM; hit rate 0.75% among 370,000; in the data active = inhibition above about 21%;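 note: UHRF1 SRA domain binding a hemimethylated CpG hairpin DNA probe; 0% = median of test compound wells and 100% = reference inhibitor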
* = called active by the depositor.

SMILES	TCR CD3 inh	MBD2 DNA inh	DDE Tn6 FP inh	Tn7 DDE FP	TDP2 inh	PRMT1 inh	LEDGF integ inh	proKLK7 act	SIAE inh	UHRF1 binding
c1ccc2c(NC3C4CC5CC(C4)CC3C5)nc(N3CCOCC3)nc2c1 (centres undefined)	0	-2	10	5	-15	2	-5	-8.1	-1	3
CCNc1nc(NCC)n2c(SCC(=O)Nc3ccc(Br)cc3F)nnc2n1	-8	1	-3	-3	-5	37*	-1	-0.5	-5	2
COc1cc(NC(=O)c2cccs2)c(OC)cc1NC(=O)CCC(=O)Nc1ccc2ncccc2c1	3	5	0	-8	-2	0	-3	68*	2	0
COc1cccc(CN(C)C[C@@H]2OCc3cnnn3CCCC(=O)N([C@@H](C)CO)C[C@H]2C)c1	4	4	-7	2	2	0	-4	0.3	-3	0
CCN1CCN(CCC(=O)Nc2ccccc2C)CC1	-1	-4	-6	-2	-18	-7	6	-0.4	4	1
Cc1nnc(NC(=O)C2CC(=O)N(Cc3ccccc3)C2)s1 (centres undefined)	6	-2	10	-4	0	-3	5	0.1	-3	-1
COc1ccccc1-n1cc(-c2ccc([N+](=O)[O-])cc2)[nH]c1=S	-1	-6	-7	-5	-12	3	-1	0.0	9	-2
COc1ccc(NS(=O)(=O)c2ccc(C(=O)N3CCCCCC3)cc2)cc1	-2	-6	-3	-1	5	-1	0	-1.0	11	0
CCOC(=O)C1=CCN(S(=O)(=O)c2ccccc2Cl)C1c1ccccc1 (centres undefined)	10	-5	5	1	1	1	1	1.0	1	-1
O=C1NC(c2ccccc2)=C(c2ccc3ccccc3n2)C(c2ccc(F)cc2)N1 (centres undefined)	-1	2	2	3	0	0	-2	-0.4	-1	1
C=CCCC(=O)N1CCC(Oc2cccc(C(=O)NCc3ccccn3)c2)CC1	-5	5	5	-3	-3	0	-5	-0.5	1	3
CC(=O)c1ccc(OCC(=O)Nc2ccccc2C(=O)NC2CC2)cc1	-5	2	-3	-3	-11	-2	2	0.6	0	5
C/C(=N\Nc1ncc(Cl)cc1Cl)c1ccc2c(c1)OCO2	-11	6	-2	1	-7	7	-2	0.1	-2	9
CN(CCc1ccccn1)C(=O)CCNC(=O)Cn1cnc2ccccc2c1=O	5	1	2	-4	1	0	-3	0.1	5	2
CCCn1c(N)c(C(=O)CSc2nnc3ccccn23)c(=O)[nH]c1=O	-5	1	0	2	6	0	5	0.5	5	0
CC(C)CN(CC(C)C)S(=O)(=O)N1CCC(C(=O)NCc2cccs2)CC1	-5	2	-8	-6	3	-1	1	0.0	-2	-1
CS(=O)(=O)NCCn1ccc2ccccc21	1	2	-3	6	-7	-2	1	0.0	8	7
COC(=O)c1cc(NS(=O)(=O)c2ccc(N3CCOCC3)c([N+](=O)[O-])c2)cc(C(=O)OC)c1	6	-2	0	1	5	0	-3	-0.2	1	-2
CC(=O)Nc1ccc(S(=O)(=O)Nc2ccc3c(c2)OCO3)cc1	-3	2	0	-3	6	11	0	0.3	-4	4
CCOc1cc(C(=O)Nc2ccc(S(=O)(=O)Nc3nnc(CC)s3)cc2)cc(OCC)c1OCC	4	0	6	-2	-4	-1	5	-0.2	-10	-2
COc1ccc(C(=O)NC2CC2)cc1OC1CCN(Cc2cnn(C)c2)CC1	0	4	-2	-3	-20	-4	2	0.0	-1	0
COc1ccccc1OCCOc1ccc(/C=C2/C(=N)N3OC(C)=CC3=NC2=O)cc1OC	2	1	-8	10	7	-5	-1	-0.1	-5	0
COc1ccc(CCNC(=O)CCCCCN2C(=O)c3ccccc3C2=O)cc1	2	-3	-7	-6	5	-3	1	-0.1	0	-2
COc1cc(C2C3=C(COC3=O)Oc3cc4c(cc32)OCO4)cc(OC)c1O (centres undefined)	7	-1	-1	3	1	-2	23*	0.3	-2	1
O=C(N/N=C/C(Cl)=C/c1ccc([N+](=O)[O-])cc1)C(=O)Nc1ccc(C(=O)O)cc1	2	2	1	4	5	3	-2	0.2	-1	1
Oc1c(CN2CCCCC2)cc(Br)c2cccnc12	1	1	10	2	-10	9	2	0.0	12	-4
O=C1Nc2ccccc2N(O)N1c1ccc(S(=O)(=O)Nc2ccccn2)cc1	5	2	-4	-7	2	0	1	0.2	3	3
CCc1cccc2c1NC(=O)C2(O)CC(=O)c1cccs1 (centres undefined)	4	-1	8	1	-4	0	-2	0.0	-2	1
COc1ccc(NC(=O)Nc2ccc3c(c2)CCC3)cc1OC	1	-3	1	-1	8	1	3	-0.6	3	-1
O=C(Nc1c(F)cccc1F)c1cnc(N2CCN(c3ccccn3)CC2)c2ccccc12	-5	1	4	-5	-13	3	0	-5.3	-9	-1
CC(C)Cn1c(N2CCN(CC(=O)Nc3ccc(Cl)cc3)CC2)nc2ccccc21	-4	4	-2	4	1	-2	0	-0.3	0	-1
CC(C(=O)NCc1ccc2c(c1)OCO2)c1ccc([N+](=O)[O-])cc1 (centres undefined)	-3	-3	7	4	-8	0	-4	-0.2	8	-2
O=C(NCc1ccco1)c1cc(-c2cccs2)nc2ccccc12	-2	0	1	0	13	0	3	2.9	-8	-1
CCC(Sc1ccc(C(=O)O)cc1)C(=O)O (centres undefined)	4	-5	-1	-4	-8	0	-1	0.4	-3	-1
C[C@@H]1CN([C@@H](C)CO)C(=O)c2cc(NC(=O)Nc3ccc(F)cc3)ccc2O[C@@H]1CN(C)Cc1ccc(Oc2ccccc2)cc1	3	0	-15	-7	0	1	2	0.5	-39	-3
Nc1[nH][nH]c(=O)c1N=Nc1cccc(Cl)c1	0	-20	-5	-2	-7	-4	-1	-0.7	5	-21
O=S(=O)(c1ccc(Br)c2ccccc12)N1CCCC1	-4	-4	-2	-1	12	-3	3	0.0	5	2
COC(=O)c1ccc(CSc2nc(N3CCOCC3)c3c(c2C#N)CC(C)(C)OC3)o1	8	0	2	-9	-2	1	2	0.2	-1	-7
CSc1ccc(CN(C)C(C)C(=O)NCC2CCCCC2)cc1 (centres undefined)	1	0	3	-7	-12	-2	4	-0.2	1	3
COc1ccc(CCNC(=O)/C=C/c2ccc3ccccc3n2)cc1OC	2	-2	-5	-5	-3	-1	3	-0.2	-8	-3
O=C(O)c1ccccc1SCC(=O)N1CCOCC1	6	2	-6	0	-7	1	-2	-0.1	0	18
CC(C)(C)c1csc(NC(=O)c2ccncc2)n1	0	1	4	4	1	6	4	0.0	4	0
CCOc1ccc(C2=Nn3c(nnc3-c3ccc(OC)cc3)SC2)cc1	5	-4	-4	-2	-6	-2	-1	-0.2	-13	1
CCOC(=O)C(C)(C)N(Cc1cccc(C)c1)S(=O)(=O)c1cccc([N+](=O)[O-])c1	2	1	-5	-4	10	10	0	0.2	3	-3
CC(CCO)Nc1nc2c(c(=O)n(C)c(=O)n2C)n1Cc1cccc(Br)c1 (centres undefined)	5	-4	0	-7	-4	3	4	-0.4	8	-1
CCOC(=O)C1CCCN(S(=O)(=O)c2cccc3nsnc23)C1 (centres undefined)	5	3	-3	-1	3	3	-3	-0.2	-2	-1
COc1ccc(C(=O)Nc2cc(Cl)ccc2N2CCOCC2)cc1S(=O)(=O)N1CCOCC1	-1	-1	9	-2	-7	1	-1	0.0	-5	-1
CCOC(=O)C1CCN(C(c2ccc(OC)c(OC)c2)c2sc3nc(C)nn3c2O)CC1 (centres undefined)	-6	-4	4	5	-2	0	5	-0.4	4	-1

Reprinted at random: three entries already listed
SMILES	TCR CD3 inh	MBD2 DNA inh	DDE Tn6 FP inh	Tn7 DDE FP	TDP2 inh	PRMT1 inh	LEDGF integ inh	proKLK7 act	SIAE inh	UHRF1 binding
CC(CCO)Nc1nc2c(c(=O)n(C)c(=O)n2C)n1Cc1cccc(Br)c1 (centres undefined)	5	-4	0	-7	-4	3	4	-0.4	8	-1
CSc1ccc(CN(C)C(C)C(=O)NCC2CCCCC2)cc1 (centres undefined)	1	0	3	-7	-12	-2	4	-0.2	1	3
CC(C)(C)c1csc(NC(=O)c2ccncc2)n1	0	1	4	4	1	6	4	0.0	4	0

Remaining list, next part.
SMILES	TCR CD3 inh	MBD2 DNA inh	DDE Tn6 FP inh	Tn7 DDE FP	TDP2 inh	PRMT1 inh	LEDGF integ inh	proKLK7 act	SIAE inh	UHRF1 binding
COc1ccc(-n2nc3c(N4CCC(C(=O)NCCc5ccco5)CC4)nnc(C)c3c2C)cc1	1	-3	0	-9	12	-1	-1	0.2	4	-3
CC1=C(C(=O)N2CCCCCC2)CC(CC(=O)NCCN2CCOCC2)C(=O)N1Cc1ccc(C(C)(C)C)cc1 (centres undefined)	-4	-6	4	9	-16	-2	3	-0.1	3	-1
Cc1cc(C)c(S(=O)(=O)c2cccc(C)c2C)c(=O)[nH]1	-1	-1	-4	-1	2	-5	1	0.4	6	-1
COc1cccc(NC(=O)CSc2nc(N)cc(N)n2)c1	-1	2	0	6	6	2	0	-0.3	4	1
CCN1CCN(CCCOc2ccc(-c3ccccc3)cc2)CC1	-5	7	-6	0	4	-3	0	-0.7	0	2
Cc1c(Cl)cccc1NC(=O)c1cc(-c2ccco2)on1	-3	4	-5	-8	-4	-2	0	0.2	-10	-3
Cc1ccccc1CN1CCNC1=O	2	-3	7	-4	5	-1	-2	0.5	-2	0
CCc1ccccc1OCCCOc1ccc(OC)cc1	-2	-4	-2	-1	-17	-1	2	0.2	8	-3
COc1ccc(C(CNC(=O)Nc2ccc(Cl)cc2)N2CCN(C)CC2)cc1 (centres undefined)	-4	-3	-3	2	3	-1	-3	0.4	0	1
CC(NC(=O)c1ccco1)C(=O)N(C)Cc1ccc(C(F)(F)F)cc1 (centres undefined)	-3	0	0	-5	-8	-7	-1	0.1	6	-1
Cc1cc(-c2ccn[nH]2)c(C)s1	0	-2	-1	-1	-5	2	-3	0.1	0	2
COCCN(C(=O)Cc1cccs1)c1nnc(-c2cccnc2)s1	-1	2	-2	-4	-14	2	-1	-0.3	6	2
COc1ccc(-n2c(O)c(/C=N/NS(=O)(=O)c3ccc(C)cc3)c3ccccc3c2=O)cc1OC	-31	-1	5	-20	11	-5	0	48*	-117	-3
O=[N+]([O-])c1ccc(NCCCc2ccccc2)cc1	8	-1	-5	-4	-5	-2	1	-0.8	2	0
CCN(CC)S(=O)(=O)c1ccc(S(=O)(=O)Nc2ccc3c(c2)oc2ccccc23)cc1	5	-4	-2	2	6	-3	0	0.6	-106	0
